High-throughput results deposited in PubChem by several laboratories.
HCV NS3 hel inh: inhibitors of HCV NS3 helicase, primary screen, biochemical, Cy5 molecular beacon fluorescence. AID 1800, 2009. inhibition, % at 10.9 µM. Hepatitis C virus NS3 helicase. 290,000 tested, 0.56% active. NS3 helicase DNA unwinding;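 active = inhibition above the mean of all tested compounds plus 3 SD, set per campaign, cut at about 35% in these data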;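 also: 0% = DMSO wells and 100% = thioflavine S control wells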
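System: Hepatitis C virus NS3 helicase domain fragment enzyme | Reagent: Annealed dual-labelled DNA beacon duplex, ATP-started | Compound dosing: 10.9 µM single point, 0.8% DMSO | Incubation: 1 h reaction at 25 °C, ATP-initiated | Technique: Cy5 fluorescence | Evaluation: Percent inhibition from t60/t0 fluorescence ratio | Benchmarks: Low DMSO, high thioflavine S at 110 µM | Replication: Singlicate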
CRFR2-BP antag: antagonists of CRF-BP/CRF-R2 complex, primary screen, cell-based, HEK293, calcium dye fluorescence, uHTS. 350,000 tested, 0.59% active. AID 588475, 2011. inhibition, % at 11.8 µM. CRF-induced calcium fluorescence;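 active = inhibition of the ligand-induced calcium signal above about 50% at the single tested concentration, limit read from the data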
SUMO HTRF inh: inhibitors of in vitro SUMOylation cascade, primary screen, biochemical, HTRF, uHTS; HTRF SUMOylation assay, SAE1/SAE2 + UBC9; AID 2006, 2009; SUMO-conjugating enzyme UBC9 (Homo sapiens), P63279; 290,000 tested, 0.36% active; inhibition, % at 35 µM; in the data active = inhibition above about 50%, passing the limit was not always enough; inconclusive = no clear call, values can overlap the other calls; also: strong numbers were not always called active
Target sequence (P63279 whole entry, looked up): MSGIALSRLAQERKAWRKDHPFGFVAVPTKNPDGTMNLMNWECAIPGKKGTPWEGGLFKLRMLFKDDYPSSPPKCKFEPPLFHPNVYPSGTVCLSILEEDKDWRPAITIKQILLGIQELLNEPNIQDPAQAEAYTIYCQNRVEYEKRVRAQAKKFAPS
DNA FID counter: compounds displacing fluorescent DNA intercalator, primary screen, artefact control for HCV NS3 helicase inhibitor project, biochemical, FID fluorescence. DNA fluorescent intercalator displacement. inhibition, % at 7.9 µM. 290,000 tested, 0.17% active. AID 1845, 2009; in the data active = inhibition above about 37%;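 also: 0% = vehicle and 100% = reference compound; higher means more ethidium bromide displaced from hairpin DNA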
GalR3 antagonist: GalR3 antagonists in HEK293 cells, primary screen, cell-based, fluorescence readout. HEK293 GalR3-CNG cAMP membrane potential fluorescence; galR3 body fused to GalR1 C-terminus. 360,000 tested, 0.44% active. inhibition, % at 3 µM;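 active = inhibition above the screen-wide average plus 3 SD, cut at about 13% in these data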;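 also: forskolin and galanin both at EC90 stimulate the cells; cAMP rise reported by CNG channel membrane potential dye signal; 0% = forskolin plus galanin with DMSO and 100% = forskolin alone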
Target sequence (O60755 1-299 limits assumed): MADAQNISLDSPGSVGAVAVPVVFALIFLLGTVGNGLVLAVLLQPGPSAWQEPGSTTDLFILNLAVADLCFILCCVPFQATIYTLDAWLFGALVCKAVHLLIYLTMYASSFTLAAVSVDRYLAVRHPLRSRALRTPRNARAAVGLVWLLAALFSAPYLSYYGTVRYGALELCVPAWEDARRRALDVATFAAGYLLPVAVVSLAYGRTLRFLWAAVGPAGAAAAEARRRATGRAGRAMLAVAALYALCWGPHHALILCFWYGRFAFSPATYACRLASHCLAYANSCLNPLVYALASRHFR
MEKK2mut PB1 HTS: MEK5 binding signal on mutant MEKK2 PB1, primary screen, biochemical, multiplex bead flow cytometry, Alexa488-MEK5. Alexa488-MEK5 binding to MEKK2 mutant. 290,000 tested, 0.35% active. percent response, % at 10 µM; in the data active = percent response above about 24%, passing the limit was not always enough; also: inactives centre near 1; some results filed as inactive read as strong as hits
CRFR2-BP ag: agonists of CRF-BP/CRF-R2 complex, primary screen, cell-based, HEK293, calcium dye fluorescence, uHTS | CRF-binding protein / CRF receptor 2 complex (human) | calcium dye fluorescence (FLIPR); percent of saturating CRF peptide response | activation, % at 13.2 µM | 350,000 tested, 0.46% active;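 active = activation of at least 50%, plus an integration ratio under a set limit after plate pattern correction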;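 also: plate controls were neutral control wells without compound for no effect and CRF at EC100 for full effect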
MEKK2 WT-MEK5: modulators of MEK5 binding to wildtype MEKK2, primary screen, biochemical, multiplex bead flow cytometry, Alexa488-MEK5; Mitogen-activated protein kinase kinase kinase 2 (Homo sapiens), Q9Y2U5; Alexa488-MEK5 binding to MEKK2 WT; actives lie on both sides; binding response (% of control), % at 10 µM; 290,000 tested, 1.1% active; AID 1531, 2009; in the data active = binding response below about 67% or above about 130%; inconclusive = no clear call, values can overlap the other calls; inactive = in between
MEKK3 PB1 HTS: modulators of MEKK3-MEK5 PB1 binding, primary screen, biochemical, wildtype MEKK3, multiplex bead flow cytometry, Alexa488-MEK5; Mitogen-activated protein kinase kinase kinase 3 (Homo sapiens), Q99759; bead-based flow cytometry, Alexa488-MEK5 binding to MEKK3; actives lie on both sides; 0 = blocked by unlabeled MEK5, 100 = vehicle; binding response (% of control), % at 10 µM; 290,000 tested, 1.4% active; AID 1529, 2009;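 active = binding response more than 3 SD above or below the average of its plate-row segment, actives on both sides; inconclusive = wells at one plate position flagged as instrument error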;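 also: Alexa488 bead fluorescence after subtracting the streptavidin-only scavenger bead signal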
Target sequence (Q99759 whole entry, looked up): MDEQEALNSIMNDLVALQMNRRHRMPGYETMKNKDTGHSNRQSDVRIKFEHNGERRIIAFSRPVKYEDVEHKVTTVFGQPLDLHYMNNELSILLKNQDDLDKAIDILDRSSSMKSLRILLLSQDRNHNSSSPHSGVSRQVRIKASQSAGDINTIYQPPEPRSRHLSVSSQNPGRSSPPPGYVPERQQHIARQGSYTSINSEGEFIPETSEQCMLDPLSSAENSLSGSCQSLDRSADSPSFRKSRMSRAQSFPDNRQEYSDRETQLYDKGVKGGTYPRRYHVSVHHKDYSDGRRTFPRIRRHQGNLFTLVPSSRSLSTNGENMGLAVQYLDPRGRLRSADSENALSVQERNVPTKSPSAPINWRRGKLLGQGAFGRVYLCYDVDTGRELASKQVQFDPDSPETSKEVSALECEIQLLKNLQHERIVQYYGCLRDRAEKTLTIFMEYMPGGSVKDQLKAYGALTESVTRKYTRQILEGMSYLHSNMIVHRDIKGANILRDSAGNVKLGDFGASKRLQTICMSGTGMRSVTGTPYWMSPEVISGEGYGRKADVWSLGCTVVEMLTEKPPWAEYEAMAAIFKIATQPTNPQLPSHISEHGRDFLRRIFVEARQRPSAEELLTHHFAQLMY
The depositor's hits bear a star; ? = inconclusive; / = no result given.

SMILES | HCV NS3 hel inh | CRFR2-BP antag | SUMO HTRF inh | DNA FID counter | GalR3 antagonist | MEKK2mut PB1 HTS | CRFR2-BP ag | MEKK2 WT-MEK5 | MEKK3 PB1 HTS
Cc1cc2oc(C(=O)Nc3nonc3C)c(C)c2cc1C | 3 | -5 | 6 | -15 | 5 | 6 | -2.6 | 103 | 100
O=C(COC(=O)C1(c2ccc(Cl)cc2)CCCC1)Nc1ncc(C(F)(F)F)cc1Cl | 0 | 0 | -30 | -9 | -3 | 2 | 2.7 | 104 | 99
CCOc1ccc(N(CC(=O)NC2CCCC2)S(=O)(=O)c2ccccc2)cc1 | -5 | -1 | -2 | -36 | -10 | -3 | -0.2 | 97 | 103
CN1/C(=C/C(=O)C2CC2)C(C)(C)c2ccccc21 | -1 | 8 | 4 | -7 | 0 | -9 | -0.2 | 82 | 89
CC(=O)Nc1cccc(-c2cn3ccccc3n2)c1 | 12 | -20 | 17 | -4 | -4 | -39 | 0.2 | 92 | 90
S=C(Nc1ccc(Cl)cc1Cl)NC1CCCCC1 | 0 | 5 | 2 | -4 | -2 | -2 | 5.7 | 101 | 87
COc1cccc(C(=O)NNS(=O)(=O)c2ccc(F)cc2)c1 | 5 | 20 | 5 | -4 | -11 | 2 | 0.8 | 104 | 105
Cc1ccnc(N2CCC(C(=O)Nc3ccc4c(c3)OCCO4)CC2)n1 | -1 | 1 | 6 | -17 | -7 | -9 | 1.4 | 82 | 92
COc1ccc2ccccc2c1/C=N/NC(=O)c1cccc([N+](=O)[O-])c1 | -3 | 5 | 10 | -15 | -10 | 1 | -2.1 | 100 | 101
CCOC(=O)C(NC(=O)c1ccccc1)(OCc1ccccc1)C(F)(F)F (centres undefined) | -7 | 2 | 10 | -13 | -7 | 4 | -1.9 | 106 | 159*
COc1ccc(N2CC(C(=O)Nc3cccnc3)CC2=O)cc1 (centres undefined) | -1 | -7 | 4 | -5 | -7 | -1 | -1.8 | 102 | 101
N#Cc1cc([N+](=O)[O-])ccc1NCC1CCCO1 (centres undefined) | -1 | -7 | -5 | 1 | -7 | 6 | -0.7 | 104 | 101
COc1ccc(S(=O)(=O)N2CC(C(=O)O)Oc3ccccc32)cc1 (centres undefined) | 9 | -7 | -3 | -11 | -10 | 5 | 2.9 | 105 | 104
CC(C)C1OC(c2cccc(NC(=O)c3cccs3)c2)OCC1(C)C (centres undefined) | -12 | 17 | -6 | -19 | -3 | 0 | 6.8 | 99 | 98
Nn1c(SCC(=O)Nc2ccc(S(N)(=O)=O)cc2)nnc1C(F)(F)F | -14 | 12 | -7 | 1 | -7 | 3 | 3.4 | 98 | 101
Cc1ccccc1NS(=O)(=O)c1nnc(NC(=O)c2ccc(Cl)cc2)s1 | -2 | 18 | 5 | -12 | 0 | 2 | 0.0 | 102 | 102
O=S(=O)(NC(=NCCc1ccc(Cl)cc1)c1ccccc1Cl)c1cccs1 | -4 | -7 | 2 | -22 | -8 | -3 | 0.0 | 101 | 95
CCN(CC)CCNC(=S)Nc1ccc(F)cc1 | 1 | -4 | -12 | 3 | -4 | 2 | -0.9 | 99 | 105
CCCCn1c(=O)[nH]c(=O)c2c1nc(COC(=O)c1c(C)noc1C)n2CCC | 8 | 23 | 30 | -5 | 0 | -5 | -0.6 | 92 | 95
O=C(c1cccs1)N1CCN(S(=O)(=O)c2ccc(F)cc2)CC1 | 4 | 3 | 14 | 9 | 10 | -2 | 1.5 | 91 | 91
CCN(CC)CC(O)COC(c1ccccc1)c1ccccc1 (centres undefined) | 9 | -9 | 17 | 9 | -9 | -1 | -0.2 | 103 | 107
CC1Oc2ccccc2N(CC(=O)NC2CCCCC2)C1=O (centres undefined) | 4 | 12 | 1 | -9 | -2 | 0 | -1.3 | 94 | 100
COC(=O)Cc1c(C)nc2nc(Cc3ccccc3)[nH]n2c1=O | 2 | 19 | 14 | 2 | 0 | 6 | 1.1 | 107 | 104
COCCCNC(=O)c1ccc(C2SCC(=O)N2Cc2ccco2)cc1 (centres undefined) | 6 | -2 | 14 | -11 | -6 | -3 | 1.2 | 91 | 99
Cc1ccccc1C(=O)NNC(=S)NC(=O)c1ccc(Cl)cc1Cl | 7 | -62 | -60 | -12 | -2 | -5 | 158* | 99 | 101
CCn1cc(C(=O)NCCN(C)CCc2ccccc2)c(=O)c2cc(S(=O)(=O)N(C)C)ccc21 | -16 | 4 | 8 | 23 | -6 | -2 | -0.6 | 104 | 102
COc1ccc(N(CC(=O)NC2CCCCCC2)S(=O)(=O)c2ccc(C)cc2)cc1OC | -17 | -6 | 2 | -15 | 3 | 5 | 0.4 | 105 | 103
O=S(=O)(Nc1ccc(Cl)c(Cl)c1)N1CCOCC1 | -5 | -13 | 1 | -2 | 2 | 9 | 0.3 | 109 | 104
CCOCCCNC(=O)C(NC(=O)c1ccccc1O)c1ccccc1 (centres undefined) | 1 | -5 | 17 | -9 | -3 | -20 | 2.5 | 78 | 81
Cc1ccc(NC(=O)N/C=C/c2ccco2)c(C)c1 | 21 | 18 | 2 | 0 | -3 | -4 | 8.3 | 95 | 101
c1nc(N2CCC3(CC2)OCCO3)c2c3c(sc2n1)CCCC3 | -2 | 1 | 20 | -27 | 1 | 17 | -0.2 | 113 | 111
O=[N+]([O-])c1ccc(NC(=S)NCc2ccc(F)cc2)cc1 | 2 | 67* | 0 | 9 | -8 | 1 | 8.1 | 112 | 107
CCC(C)(C)c1ccc(OCCCC[n+]2ccc(C)cc2)c(C(C)(C)CC)c1 | -69 | -13 | 19 | 46* | 2 | 56* | 14 | 189* | 103
COc1ccccc1N1CCN(C(=O)CSc2nnc(NC(=O)C3CCC3)s2)CC1 | 4 | -11 | 8 | 2 | -3 | -22 | -0.6 | ? | ?
CCCOc1nc(SCCC)nc2c1cnn2-c1ccccc1 | -2 | 0 | -7 | -6 | -11 | -23 | 2.7 | 86 | 87
COc1ccc(NC2=NC(=S)N(c3cccc(C)c3)C23CCCCC3)cc1 | 2 | 6 | 27 | -8 | -4 | / | -3.1 | / | /
CC[C@]1(c2ccccc2)C(=O)N(C(=O)OC)N1C(=O)OC | 4 | -2 | -2 | -2 | 1 | -8 | -0.8 | 98 | 101
COC(=O)C1=C(CN2CCSCC2)NC(=O)NC1c1cc(C)ccc1C (centres undefined) | -2 | -9 | -15 | -5 | -3 | 9 | -4.3 | 98 | 101
Cc1ccc(NC(=O)Cn2cnc3c(=O)n(C)c(=O)n(C)c32)c(C)c1 | -2 | -8 | 11 | -3 | -4 | 1 | 2.3 | 98 | 95
CCOC(=O)N1CCC(Nc2cc(C)nc3c(-c4ccccc4OC)c(C)nn23)CC1 | -4 | -3 | 3 | -21 | 0 | / | -0.5 | / | /
COCCNS(=O)(=O)c1ccc2c(c1)C(=O)c1cc(S(=O)(=O)NCCOC)ccc1-2 | 4 | 9 | 16 | 14 | -3 | -1 | 0.9 | 101 | 101
CC(=O)OCC(OC(C)=O)C(OC(C)=O)C(OC(C)=O)C(=O)Nc1cccc(C)c1 (centres undefined) | 4 | 0 | -14 | -9 | -3 | 0 | -0.6 | 107 | 104
Cc1cc(NC(=O)Cn2cc([N+](=O)[O-])cn2)n(Cc2ccc(F)cc2)n1 | -14 | 31 | 0 | 2 | -5 | -3 | -5.3 | 95 | 90
CC(C)(C)c1csc(NC(=O)Cc2cccs2)n1 | 10 | 5 | 14 | -8 | -3 | 0 | -0.1 | 101 | 99
Cc1cc(OCC(C)C)ccc1/C(O)=C1/C(=O)C(=O)N(Cc2cccnc2)C1c1ccncc1 (centres undefined) | 10 | 10 | -9 | -52 | -2 | 7 | 6.3 | 101 | 99

Among those listed so far, these have an aryl thioether with sulfur outside any ring:
SMILES | HCV NS3 hel inh | CRFR2-BP antag | SUMO HTRF inh | DNA FID counter | GalR3 antagonist | MEKK2mut PB1 HTS | CRFR2-BP ag | MEKK2 WT-MEK5 | MEKK3 PB1 HTS
Nn1c(SCC(=O)Nc2ccc(S(N)(=O)=O)cc2)nnc1C(F)(F)F | -14 | 12 | -7 | 1 | -7 | 3 | 3.4 | 98 | 101
COc1ccccc1N1CCN(C(=O)CSc2nnc(NC(=O)C3CCC3)s2)CC1 | 4 | -11 | 8 | 2 | -3 | -22 | -0.6 | ? | ?
CCCOc1nc(SCCC)nc2c1cnn2-c1ccccc1 | -2 | 0 | -7 | -6 | -11 | -23 | 2.7 | 86 | 87

The list goes on:
SMILES | HCV NS3 hel inh | CRFR2-BP antag | SUMO HTRF inh | DNA FID counter | GalR3 antagonist | MEKK2mut PB1 HTS | CRFR2-BP ag | MEKK2 WT-MEK5 | MEKK3 PB1 HTS
COc1cc(C(=O)Nc2nc(-c3ccc(F)cc3)cs2)ccc1OCC(=O)N1CCOCC1 | -1 | -38 | 15 | -10 | -3 | -1 | -0.4 | 105 | 102
COCCn1nnnc1CN1CCN(c2cccc(C(F)(F)F)c2)CC1 | -1 | 4 | -4 | -11 | -4 | 1 | 2.0 | 106 | 107
O=C(Nc1ccccc1-c1ccccc1NC(=O)c1ccco1)c1ccco1 | 0 | -3 | 5 | -2 | -5 | 5 | -0.1 | 106 | 99
COC(=O)c1nn(-c2cccc(C(F)(F)F)c2)ccc1=O | 14 | 10 | -5 | -14 | -7 | 11 | -0.1 | 110 | 110
COc1ccc(OC)c(Cc2nnc(CCC(=O)NCc3ccc(C)s3)o2)c1 | -1 | -2 | 6 | -13 | -5 | -12 | 0.2 | 86 | 102
S=C(Nc1ccccc1)N1CCN(C2CCCCC2)CC1 | 6 | -2 | 6 | 1 | -2 | 0 | 0.9 | 99 | 98
COc1cccc(CC(=O)N2CCC(n3nccc3NC(=O)C3CC3)CC2)c1 | 3 | 6 | -2 | -15 | 0 | -3 | 0.5 | 95 | 97
Cc1ccc(C(CC(=O)N2CCCCC2)c2ccccc2)c(O)c1C (centres undefined) | 0 | 10 | 4 | -29 | -9 | 0 | -5.6 | 98 | 98
Cc1ccccc1NS(=O)(=O)c1ccc(OCC(=O)NCc2ccco2)cc1 | 1 | 14 | -12 | -17 | -4 | 5 | 5.9 | 101 | 100
O=C(Cc1ccccc1)Nc1nnc(-c2cccc([N+](=O)[O-])c2)s1 | -4 | -19 | 16 | 4 | 2 | 26 | 4.9 | 103 | 104
Cc1nc2sccn2c1P(c1c(C)nc2sccn12)c1c(C)nc2sccn12 | 6 | -3 | 7 | -5 | -8 | 2 | 0.5 | 95 | 96
CCOC(=O)C1=C(N)n2c(s/c(=C\c3ccco3)c2=O)=C(C(=O)OC(C)C)C1c1ccco1 (centres undefined) | 32 | -12 | 31 | -28 | -1 | -1 | 11 | 98 | 103

A portion of the library. The share of hits here may be higher or lower than overall.
